RGS4 inhibitor = Inhibitors of Regulator of G Protein Signaling (RGS) 4: qHTS; Regulator of G-protein signaling 4 (Homo sapiens), P49798; AID 504845, 2011; Potency, µM (series often up to 114 µM), inactives show at the top dose activity change, negative = inhibition, usual class: inhibitors; Transcreener GDP fluorescence polarization, RGS4-accelerated GTP hydrolysis; 390,000 tested, 0.039% active; note: % is set by controls: 0 for no effect and ±100 for the full control effect; nearly all actives have a fitted effect of over 75% in size; some results filed as inactive show a strong effect at the top dose
Target sequence (P49798 whole entry, looked up): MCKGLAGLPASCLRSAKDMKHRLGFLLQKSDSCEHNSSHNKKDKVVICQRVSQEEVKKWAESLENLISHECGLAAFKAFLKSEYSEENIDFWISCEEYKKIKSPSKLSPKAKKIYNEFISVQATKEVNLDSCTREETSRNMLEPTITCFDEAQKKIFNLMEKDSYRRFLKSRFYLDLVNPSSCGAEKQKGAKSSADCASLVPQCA
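MLSMR compounds (23 nl, pin-transferred) preincubated 10 min at room temperature with a 500nM (2x) first reagent, then RGS4 at 900nM (2x) plus Transcreener GDP mix added; fluorescence polarization (620/688 nm) read before and after 90 min at 30 °C.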
12-LOX inh = Primary qHTS assay for inhibitors of human arachidonate 12S-lipoxygenase (ALOX12): Round 2; Polyunsaturated fatty acid lipoxygenase ALOX12 (Homo sapiens), P18054; purified 12hLO, xylenol orange hydroperoxide absorbance; Potency, µM (top dose mostly 108 µM), without a hit: top-dose activity change, negative = inhibition, most hits filed as inhibitors; 580,000 tested, 1.1% active; AID 1671190, 2021; note: % is set by controls: 0 for no effect and ±100 for the full control effect
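Purified human 12hLO (150 nM final) in 25 mM Hepes, 0.01% Triton X-100, pH 7.0 was preincubated 15 min at room temperature with compound. Then 40 uM arachidonic acid was added, 30 min. Hydroperoxide was read by Fe-XO absorbance ratio 573/405 nm.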
HP1b chromo inh = HTS for Inhibitors of HP1-beta Chromodomain Interactions with Methylated Histone Tails | AlphaScreen HP1-beta / biotin-H3K9me3 peptide binding | Potency, µM (top dose mostly 114 µM), for the others: top-dose activity change, negative = inhibition, hits mostly inhibitors | 390,000 tested, 0.56% active; note: nearly all actives have a fitted effect of over 70% in size; inactives centre near 23
Target sequence (P83916 whole entry, looked up): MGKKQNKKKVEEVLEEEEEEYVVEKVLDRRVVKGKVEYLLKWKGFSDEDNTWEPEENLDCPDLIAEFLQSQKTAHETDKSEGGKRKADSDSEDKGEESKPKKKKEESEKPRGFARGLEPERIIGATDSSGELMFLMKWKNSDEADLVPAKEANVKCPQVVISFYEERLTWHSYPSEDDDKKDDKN
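HP1-beta protein (50 nM final) preincubated 30 min at room temperature with biotinylated H3(1-18)K9me3 peptide (50 nM) in PBS pH 7.4, 0.01% Tween-20, then compound added for 30 min. AlphaScreen streptavidin donor/nickel chelate acceptor beads (10 ug/mL final), 30 min dark, luminescence read.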
ERG-DNA inh = qHTS for Small Molecule Inhibitors of the ERG Ets/DNA interaction. Transcriptional regulator ERG (Homo sapiens), P11308. fluorescence polarization, His-ERG Ets domain / labelled DNA. Potency, µM (highest dose often 76.9 µM), for inactives: top-dose FP activity, negative = inhibition, most hits filed as inhibitors. 370,000 tested, 0.028% active; active = well fitted inhibition curve with a large enough effect in the polarisation, with a control signal flat; inconclusive = small, poorly fitted or top-dose-only effect, or effect the other way, or a change in a side signal; inactive = no such curve, though single readings can be large or run the other way; the % refers to the polarisation;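 note: polarization taken with two DNA probes labelled with fluorescein and Texas red; % of control where 0% means no effect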
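His-tagged ERG Ets domain (1 uM in the protein solution; 300mM KCl, 50mM Tris-HCl, 1mM EDTA, 1mM DTT, pH 7.5) received compound, then a probe mix of 5 nM fluorescein-DNA and 100nM Texas-615-DNA. Fluorescence polarization was read for both dyes.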
PGK inhibitor = qHTS Assay to Find Inhibitors of Phosphoglycerate Kinase; Phosphoglycerate kinase, glycosomal (Trypanosoma brucei brucei), P07378; PGK/GAPDH coupled, Kinase-Glo luminescence, 60 min; Potency, µM (series often up to 57.5 µM), for inactives: top-dose activity change, negative = inhibition, most hits filed as inhibitors; 380,000 tested, 0.043% active; AID 602233, 2012; note: % is set by controls: 0 for no effect and ±100 for the full control effect; nearly all actives have a fitted effect of over 60% in size
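Luminescent ATP detection (Kinase-Glo Plus) follows a 60-minute room-temperature incubation, with wells lacking PGK as controls. Buffer: 100 mM TEA (pH 7.6), 5 mM MgCl2, 0.01% Tween-20. Coupling enzyme GAPDH (100 nM final) supplies unstable 1,3-BPG in-well.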
GLS inhibitor = qHTS for Inhibitors of Glutaminase (GLS); GLS enzymatic activity, qHTS titration; Glutaminase kidney isoform, mitochondrial (Homo sapiens), O94925; Potency, µM (titrated, usually from 45.5 µM), for inactives: top-dose activity change, negative = inhibition, actives largely listed as inhibitors; 410,000 tested, 0.21% active; note: % is set by controls: 0 for no effect and ±100 for the full control effect
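hKGA; 45 mM KH2PO4 pH 8.2 + 0.02% Tween-20; cpd via pin tool; 1 mM Gln soln; GluOx/HRP/Amplex Red; RT 30 min; fluor. t0 & final.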
rTrxR1 inhibitor = qHTS Assay for Inhibitors of Mammalian Selenoprotein Thioredoxin Reductase 1 (TrxR1): qHTS; AID 588453, 2011; 390,000 tested, 1% active; Potency, µM (top dose mostly 114 µM), without a hit: at the top dose activity change, negative = inhibition, hits mostly inhibitors; Thioredoxin reductase 1, cytoplasmic (Rattus norvegicus), O89049; recombinant rTrxR1, NADPH fluorescence consumption, selenite substrate; note: % is set by controls: 0 for no effect and ±100 for the full control effect; nearly all actives have a fitted effect of over 65% in size
Target sequence (O89049 whole entry, looked up): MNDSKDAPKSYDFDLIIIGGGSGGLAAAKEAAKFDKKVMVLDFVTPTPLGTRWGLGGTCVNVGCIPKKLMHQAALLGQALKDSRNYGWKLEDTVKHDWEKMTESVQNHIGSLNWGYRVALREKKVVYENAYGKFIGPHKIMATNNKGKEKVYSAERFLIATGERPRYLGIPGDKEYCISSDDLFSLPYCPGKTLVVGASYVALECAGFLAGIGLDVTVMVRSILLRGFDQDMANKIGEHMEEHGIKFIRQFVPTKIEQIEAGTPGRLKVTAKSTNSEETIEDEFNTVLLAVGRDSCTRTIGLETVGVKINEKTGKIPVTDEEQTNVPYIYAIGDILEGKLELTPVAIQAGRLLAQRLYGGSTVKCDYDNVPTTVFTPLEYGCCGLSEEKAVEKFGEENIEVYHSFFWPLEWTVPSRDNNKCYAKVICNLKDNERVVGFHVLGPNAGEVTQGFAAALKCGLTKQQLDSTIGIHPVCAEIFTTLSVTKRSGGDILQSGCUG
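Rat TrxR1 (90 nM in the dispensed reagent) was pre-reduced with 400 uM NADPH for 5 min at room temperature, then incubated with compound for 15 min. After 400 uM selenite was added, NADPH fluorescence (Ex 340/Em 450 nm) was followed for 8 min.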
Pin1 inh = qHTS Assay to Find Inhibitors of Pin1. Pin1 FP peptide displacement, HiFluor488, 10 min. Potency, µM (highest dose often 115 µM), for the others: top-dose activity, negative = inhibition, most hits filed as inhibitors. AID 504891, 2011. 390,000 tested, 0.009% active. Peptidyl-prolyl cis-trans isomerase NIMA-interacting 1 (Homo sapiens), Q13526; active = well fitted inhibition curve with a large enough effect in the polarisation, with a control signal flat, not every such curve was filed as active; inconclusive = small, poorly fitted or top-dose-only effect, or effect the other way, or a change in a side signal; inactive = no such curve, though single readings can be large or run the other way; the % refers to the polarisation; note: % is set by controls: 0 for no effect and ±100 for the full control effect
Target sequence (Q13526 whole entry, looked up): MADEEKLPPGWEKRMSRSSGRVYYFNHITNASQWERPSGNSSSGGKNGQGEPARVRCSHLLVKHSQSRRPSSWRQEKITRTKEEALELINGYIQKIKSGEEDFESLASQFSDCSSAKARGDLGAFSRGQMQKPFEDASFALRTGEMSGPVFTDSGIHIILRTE
JMJD2A Tudor = qHTS Assay for Inhibitors of JMJD2A-Tudor Domain. Lysine-specific demethylase 4A (Homo sapiens), O75164. AlphaScreen JMJD2A-Tudor / H3K4me3 peptide binding. Potency, µM (series often up to 114 µM), without a hit: at the highest dose activity change, negative = inhibition, actives largely listed as inhibitors. 390,000 tested, 4.4% active. AID 504339, 2011; note: % is set by controls: 0 for no effect and ±100 for the full control effect; nearly all actives have a fitted effect of over 50% in size
* marks the source's active call; other numbers are inactive results; i = inactive; ? = inconclusive; / = not tested or not shown; [ ] = dose if it differs, or a comment. Unless noted, calls come from the whole dose curve; as a rule, active = well fitted curve in the direction sought with a large enough effect; inconclusive = small, poorly fitted or top-dose-only effect, or another doubt; inactive = no such curve, though single readings can be large; an effect the other way counts as inactive or inconclusive. Potency is the fitted concentration of half-maximal effect. The list is partial; the hit share may differ from the screen's.

SMILES | RGS4 inhibitor | 12-LOX inh | HP1b chromo inh | ERG-DNA inh | PGK inhibitor | GLS inhibitor | rTrxR1 inhibitor | Pin1 inh | JMJD2A Tudor
OCCN=C1CCCc2c1[nH]c1ccc(Br)cc21 | 0% | 1% | -8% | 4% | -4% | 11% | -21% | 1% | -25%
CC(C)Nc1nc(NC(N)=S)nc(NC(C)C)n1 | -40% | ? | 25% | 9% | -5% | 3% | -15% | -6% | -7%
CC(=O)NC12CC3CC(C1)CC(C(=O)N1CCN(S(=O)(=O)c4cccs4)CC1)(C3)C2 | 5% | 10% | 28% | -1% | 3% | -2% | 23% | 6% | -18%
Cc1ccc(Cl)cc1NC(=O)C1CCC(CNS(=O)(=O)c2cccc3nsnc23)CC1 (stereo not given) | -12% | ? | 6% | 4% | -4% | 1% | 28% | -1% | -15%
CCOC(=O)N1CCC(NC(=O)C2CCCCN2S(=O)(=O)c2ccc(F)cc2)CC1 (stereo not given) | -8% | 14% | 30% | -4% | -2% | 7% | 11% | -5% | -8%
COC(=O)C1=C(C)NC2=C(C(=O)CC(C)(C)C2)C1c1ccsc1 (stereo not given) | -24% | 0% | 17% | 4% | -3% | 13% | 6%[57.1 µM] | -6% | -14%
CN1CCN(CCNC(=O)Nc2ccc(Cl)cc2)CC1 | -18% | -7% | 13% | 9% | -2% | -5% | 10%[57.1 µM] | -1% | -13%
C/C(N)=C(/C#N)C(=O)CSc1nc2ccccc2c(=O)n1Cc1ccc(C)cc1 | -12% | -14% | 31% | 1% | -6% | 1% | -25% | 23% | -20%
N#Cc1ccc(CSc2nc(N)cc(N)n2)cc1 | -9% | 5% | 32% | 18% | -2% | 4% | 15% | -2% | -12%
COc1ccccc1C(=O)NC(=O)CSc1nnc(N)s1 | -34% | ? | 7% | 1% | 3% | 16% | ? | -3% | ?
Cc1ccc(NC(=O)CCC(=O)N/N=C/c2coc3ccc(F)cc3c2=O)cc1 | -11% | -4% | 8% | -1% | 8% | 0% | 14% | 5% | -34%
CC(=O)c1cccc(S(=O)(=O)N2CCCC(c3nc(-c4ccc(C)o4)no3)C2)c1 (stereo not given) | -3% | ? | 3% | 1% | 7% | -2% | ? | 15% | -23%
COC(=O)c1ccc(C)cc1 | 2% | 7% | 45%[activator] | -10% | 5% | 1% | 1%[57.1 µM] | -4% | -7%
CCOC(=O)CCCn1nc(C)n2c(cc3sccc32)c1=O | -13% | -7% | 29% | 2% | -7% | 2% | 13% | -1% | -8%
O=C(N/N=C/c1ccncc1)c1ccncc1 | 5% | 4% | 1% | -6% | 20% | 4% | -4% | 1% | -11%
CCN1C[C@@H]2[C@@H]3C(=O)N(Cc4ccccc4)C(=O)[C@@H]3[C@](CC)(C(=O)OC)N2C1=NC | 4% | -24% | 19% | 0% | i | 6% | 26% | 3% | -12%
CC(=O)NC(CC(=O)Nc1ccc(S(=O)(=O)N2CCOCC2)cc1)c1ccccc1 (stereo not given) | -4% | 66%[activator] | 40%[activator] | 14% | 9% | -3% | 20% | 2% | -12%
O=C(NC1(C(F)(F)F)NC(=O)N(Cc2cccnc2)C1=O)c1ccccc1 (stereo not given) | -9% | 0% | 31% | -9% | 0% | 0% | 4% | 2% | -1%
CC(C)c1ccc(NC(=O)C(c2ccccc2)N2CC(=O)Nc3ccccc32)cc1 (stereo not given) | -29% | ? | 51%[activator] | -2% | i | 1% | 19% | 11% | -6%
COC(=O)COc1ccc(S(=O)(=O)NCc2ccc3c(c2)OCO3)cc1 | -3% | -8% | 59%[activator] | -2% | -3% | 1% | 23% | 7% | 7%
COC(=O)C1=C(C)N(C)C(=O)NC1c1ccc(C)cc1 (stereo not given) | 9% | -6% | 6% | 2% | 1% | 0% | 14%[57.1 µM] | -2% | -7%
Cc1cccn2c(=O)c(/C=C(\C#N)C(=O)NCc3ccco3)c(N3CCOCC3)nc12 | -7% | 0% | 16% | 2% | -6% | -5% | -15% | 3% | -24%
COCCN(C(=O)Nc1ccc(OC)cc1OC)C1CCN(C(C)C)CC1 | 2% | 0% | 2% | / | -9% | 7% | 30% | 5% | -16%
COCCn1c(Cc2ccccc2)nnc1SCC(=O)N1CCCC1=O | 7% | -21% | 47%[activator] | 5% | -1% | 0% | -1% | -6% | -2%
O=C(CCNS(=O)(=O)c1ccc(Br)cc1)NC1CCN(Cc2ccccc2)CC1 | 28% | ? | 21% | -5% | -6% | 1% | 5% | 5% | -15%

Arranged by formula weight (high to low): part of the list above
SMILES | RGS4 inhibitor | 12-LOX inh | HP1b chromo inh | ERG-DNA inh | PGK inhibitor | GLS inhibitor | rTrxR1 inhibitor | Pin1 inh | JMJD2A Tudor
Cc1ccc(Cl)cc1NC(=O)C1CCC(CNS(=O)(=O)c2cccc3nsnc23)CC1 (stereo not given) | -12% | ? | 6% | 4% | -4% | 1% | 28% | -1% | -15%
CCOC(=O)N1CCC(NC(=O)C2CCCCN2S(=O)(=O)c2ccc(F)cc2)CC1 (stereo not given) | -8% | 14% | 30% | -4% | -2% | 7% | 11% | -5% | -8%
CC(C)c1ccc(NC(=O)C(c2ccccc2)N2CC(=O)Nc3ccccc32)cc1 (stereo not given) | -29% | ? | 51%[activator] | -2% | i | 1% | 19% | 11% | -6%
COC(=O)C1=C(C)N(C)C(=O)NC1c1ccc(C)cc1 (stereo not given) | 9% | -6% | 6% | 2% | 1% | 0% | 14%[57.1 µM] | -2% | -7%

Other entries follow.
SMILES | RGS4 inhibitor | 12-LOX inh | HP1b chromo inh | ERG-DNA inh | PGK inhibitor | GLS inhibitor | rTrxR1 inhibitor | Pin1 inh | JMJD2A Tudor
CC(C)N(C(=O)CS(=O)(=O)c1ccc(Cl)c(Cl)c1)C(C)C | 2% | 0% | 32% | -2% | -6% | 1% | 27%[57.1 µM] | -1% | -12%
CCC(CC)C(=O)Nc1ccc2nc(SCC(=O)N3c4ccccc4CC3C)sc2c1 (stereo not given) | 4% | 0% | 35% | 9% | 10% | 0% | 26% | 40%[activator] | -2%
CC(=O)c1ccc(NC(=O)CO/N=C(\C)c2cccs2)cc1 | 10% | -12% | 25% | 1% | 0% | 5% | 8% | 0% | -3%
COc1cc(-c2noc(-c3cccc(Cl)c3)n2)cc(OC)c1OC | -9% | 0% | 31% | 0% | -6% | / | -9% | 3% | 2%
COc1ccc(N2CCN(C(=O)CSc3nnc(-c4cccnc4)n3-c3ccccc3)CC2)cc1 | 26% | -14% | 36%[activator] | -2% | 4% | 35%[activator] | -2% | -4% | -14%
N#CC1=C(N)Nc2ncnn2C1c1ccc(F)cc1 (stereo not given) | 19% | 2% | 40% | -6% | 7% | 2% | 15% | 4% | -4%
Cc1ccnc2c(N3C(=O)C4C5c6ccccc6C(c6ccccc65)C4C3=O)cccc12 (stereo not given) | 10% | 25% | 11% | -7% | i | -7% | 14% | 16% | -30%
Cc1ccc(S(=O)(=O)Nc2ccncc2)c(C)c1N(C)S(=O)(=O)c1ccc(F)cc1 | -28% | -25% | 29% | -5% | -2% | 1% | 21% | -1% | -6%[57.1 µM]
O=C(NCc1ccccc1)c1nc[nH]c1C(=O)N1CCN(c2ccccc2)CC1 | 1% | 29% | 28% | -1% | 11% | 1% | 17% | 3% | -23%
COc1ccc(CNC(=O)CS(=O)Cc2nc(-c3ccccc3C)oc2C)cc1 (stereo not given) | -25% | 8%[57.4 µM] | 16% | 6% | -3% | 0% | ? | 3% | -23%
CN(C)c1ccc(N=Nc2ccc(C(=O)O)cc2)cc1 | ? | -19% | -25%[57 µM] | 8% | -13% | 0% | -22% | ? | 25µM*
O=C(C1=C[C@H](C2CC2)C[C@H](OCc2ccc(CO)cc2)O1)N1CCN(Cc2ccccc2)CC1 | 8% | -6% | 23% | 0% | 6% | 0% | -8% | -2% | -16%
CC(C)(C)c1ccc(C(=O)NCc2nnc(SCC(=O)NCC3CCCO3)o2)cc1 (stereo not given) | 4% | 14% | 41%[activator] | 8% | i | 19% | -9% | -7% | -18%
C/C(CCC(C)C)=N\Nc1cc(C)c2ccccc2n1 | -35% | 44%[activator] | -4% | 18% | -6% | -36% | 38%[activator][57.1 µM] | 3% | ?
CNC(=S)N(C1=NCC(c2ccc([N+](=O)[O-])cc2)S1)c1ccccc1 (stereo not given) | -17% | -19% | ? | -8% | i | 6% | 12% | 20% | ?
CCOC(=O)C1CCN(CCC(=O)Nc2ccc(Br)cc2)CC1 | 0% | -8% | 23% | 0% | 4% | 1% | 6%[57.1 µM] | 2% | -16%
COC(=O)C1C(=O)c2c([nH]c(C(=O)OC3CCCCC3)c2C)CC1C (stereo not given) | -5% | 469%[activator] | 35% | -3% | -5% | 0% | 19% | 2% | 2%
